E-sel TNF inh = TNF alpha driven E-selectin expression inhibition. HUVEC TNFa-induced E-selectin immunofluorescence, high content. inhibition, % at 2 µM. 120,000 tested, 0.71% active. AID 1246;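 active means inhibition above the batch mean plus 3 SD, and confirmed as a hit on visual image review, cut at about 43% in these data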;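 further: 0% = TNF-stimulated DMSO wells and 100% = unstimulated control wells; not every result past the cut was called active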
An asterisk follows results filed as active.

nr | compound | E-sel TNF inh
1 | COCCCn1cc(C(=O)c2ccccc2OCC(=O)Nc2cccc(F)c2)cc(C#N)c1=O | -27
2 | COc1ccccc1NC(=O)C1=C(C)NC(=O)NC1c1cccs1 (centres undefined) | 3
3 | Cc1ccc(-c2noc(=O)n2CC(=O)c2ccc(Cl)cc2)cc1 | -22
4 | Cc1c(-n2cc(C(=O)O)c(=O)c3cc(F)c(N4CCCC(O)C4)c(F)c32)c(=O)n(-c2ccccc2)n1C (centres undefined) | 7
5 | CNS(=O)(=O)c1cccc(C(=O)OCC(=O)Nc2ccccc2F)c1 | 5
6 | CCOCCOC(=O)C(C)Oc1ccc(Oc2nc(Cl)ccc2Cl)cc1 (centres undefined) | -4
7 | Oc1ccc(Cl)cc1CNn1cnnc1 | -9
8 | Cc1cc(Nc2ccccc2O)c2ccccc2n1 | -28
9 | CNS(=O)(=O)c1cccc(C(=O)OCc2cc(C(C)=O)ccc2OC)c1 | -1
10 | Cc1ccccc1C(=O)OC1OC(=O)C(Cl)=C1Nc1ccccc1 (centres undefined) | -6
11 | Cc1ccc2nc(-c3cccs3)oc(=O)c2c1 | -3
12 | CCOCCCNC(=O)CCC(=O)NNc1nc2ccccc2c2nc(C)nn12 | 0
13 | CC(C)c1ccc(N=C2NN=C(c3cccs3)CS2)cc1 | -15
14 | CC(C)CCN1CCN(Cc2ccsc2)CC1CCO (centres undefined) | 10
15 | O=C(COC(=O)CNC(=O)c1ccco1)NCc1ccc(F)cc1 | -28
16 | O=C(O)CSc1ncccn1 | -54
17 | COc1cc(S(=O)(=O)Nc2ccc(C)cc2)ccc1N=Cc1c(C)c(C#N)c(=O)n(C)c1O | -2
18 | Cc1cc(C)cc(N2CC(O)=C(c3nc4ccccc4c(=O)[nH]3)C2=N)c1 | -17
19 | Cc1c(C(=O)NC(=S)Nc2ccc(N3CCOCC3)cc2)cccc1[N+](=O)[O-] | -23
20 | COc1ccc(CC(=O)OCC(=O)NCc2ccc(Cl)cc2)cc1 | -7
21 | Fc1ccccc1OCC1CCCN(Cc2nc(CC3CC3)no2)C1 (centres undefined) | -1
22 | CCOc1ccc(N2C(=O)C3ON(c4ccccc4)C(c4cccs4)C3C2=O)cc1 (centres undefined) | 8
23 | COc1ccc([N+](=O)[O-])cc1N/C(=N/S(=O)(=O)c1ccccc1)c1ccccc1 | 42
24 | CCOC(=O)N1CCC(N2Cc3cccc(C(=O)N4CCN(c5cccc(C)c5C)CC4)c3C2=O)CC1 | 13
25 | CCOC(=O)N/N=C/c1ccc(OC)c(O)c1 | 35
26 | COc1ccc(C(=O)NC2CCCCCC2)cc1S(=O)(=O)N1CCCC1 | 50
27 | O=C(CCNS(=O)(=O)c1cccs1)NC1CCN(Cc2ccccc2)CC1 | -16
28 | CCc1ccc(NC(=O)C(=O)NCCN2CCN(S(C)(=O)=O)CC2)cc1 | -22
29 | CCN(CC(=O)Nc1ccc(OC(F)F)cc1)C1CCCCC1 | -23
30 | Cc1ccc2nc(-c3ccccc3)c(CN3CCN(c4ccccc4F)CC3)n2c1 | 54

Gathered by group: the compounds so far containing a thiophene ring, fused or not
nr | compound | E-sel TNF inh
2 | COc1ccccc1NC(=O)C1=C(C)NC(=O)NC1c1cccs1 (centres undefined) | 3
11 | Cc1ccc2nc(-c3cccs3)oc(=O)c2c1 | -3
13 | CC(C)c1ccc(N=C2NN=C(c3cccs3)CS2)cc1 | -15
14 | CC(C)CCN1CCN(Cc2ccsc2)CC1CCO (centres undefined) | 10
22 | CCOc1ccc(N2C(=O)C3ON(c4ccccc4)C(c4cccs4)C3C2=O)cc1 (centres undefined) | 8
27 | O=C(CCNS(=O)(=O)c1cccs1)NC1CCN(Cc2ccccc2)CC1 | -16

(list continues)
nr | compound | E-sel TNF inh
31 | NC(=S)Nc1cccc2[nH]ccc12 | 5
32 | C/C(=N\NC(=O)CCc1ccc(S(=O)(=O)N2CCOCC2)cc1)c1ccccc1Cl | -9
33 | CC12CCC(C(=O)N(CCCN3CCN(Cc4ccccc4)CC3)C1=O)C2(C)C (centres undefined) | 9
34 | O=S(=O)(c1ccccc1)N1CC=C(c2ccccc2)CC1 | -12
35 | O=C(Cc1ccc(Cl)cc1)c1c[nH]c(C(=O)NCCCn2ccnc2)c1 | -40
36 | CS(=O)c1ccccc1-c1nc(-c2ccc(Cl)cc2)no1 (centres undefined) | 18
37 | CCN(CC)c1cc(NCCO)c([N+](=O)[O-])c2nonc12 | -8
38 | CC1C=CCC2C(=O)N(c3ccc(OC(=O)c4cccs4)cc3)C(=O)C12 (centres undefined) | -12
39 | Cc1cc(C)nc(NS(=O)(=O)c2ccc(NC(=O)CN3C(=O)C4CC=CCC4C3=O)cc2)n1 (centres undefined) | 0
40 | COc1ccc(N(C)C(=O)Cc2c(C(=O)O)[nH]c3ccccc23)cc1 | -5
41 | Cc1cccc(NC(=S)NCc2ccco2)n1 | -18
42 | COc1ccc(NC(=O)CSc2cc(C(=O)c3nccn3C)c3ccccc3n2)cc1 | -10
43 | CCN(CC)CC(=O)Nc1cccc2c1C(=O)c1ccccc1C2=O | 11
44 | CS(=O)(=O)N1CCC(C(=O)NCc2ccccc2)CC1 | -4
45 | COc1ccc(F)c(CN2CCC(N3CCC(C(=O)N4CCOCC4)CC3)CC2)c1 | 26
46 | Cc1[nH]c2ccccc2c1/C=N/NC(=O)c1cccc([N+](=O)[O-])c1 | 10
47 | Cc1sc2ncn(CC(=O)NCCCOC(C)C)c(=O)c2c1S(=O)(=O)N1CCN(c2ncccn2)CC1 | -13
48 | O=C(O)C1(S(=O)(=O)CCC(F)=C(F)F)CC1 | -26
49 | CCN(CC)CCN1C(=O)c2ccccc2NC1c1ccc(Br)cc1 (centres undefined) | 8
50 | O=C1c2ccccc2C(=O)C1C1=Nc2ccccc2NC(c2ccccc2)C1 (centres undefined) | -11
51 | CCOC(=O)C1=C(N)n2c(s/c(=C\c3ccncc3)c2=O)=C(C(=O)OCC)C1c1ccncc1 (centres undefined) | -20
52 | Cc1ccc(N2CN(Cc3ccco3)CNC2=S)cc1 | 16
53 | CCOC(=O)C1=NOC2COC3(CCN(c4ncccn4)CC3)OCC12 (centres undefined) | -41
54 | CCCNC(=O)CCc1c(C)nc2nc(C)nn2c1C | 25
55 | COc1cc(/C=N/Nc2cccc3cccnc23)cc(OC)c1O | -6
56 | CC(C)CC(=O)NCc1ccc2[nH]c3c(c2c1)CCCC3 | -7
57 | COc1ccccc1NC(=O)C(=O)N(c1cccnc1)C(C(=O)NC(C)(C)C)c1ccccc1 (centres undefined) | 18
58 | O=C(NCCN1C(=O)S/C(=C\c2ccc(Cl)c(Cl)c2)C1=O)C1COc2ccccc2O1 (centres undefined) | -2
59 | O=C(COC(=O)c1cc(=O)c2ccccc2o1)NC1CCCC1 | -22
60 | COc1ccc(C=O)cc1Oc1nc(Cl)ncc1F | -27

Some of these compounds in order of length of the SMILES, descending:
nr | compound | E-sel TNF inh
59 | O=C(COC(=O)c1cc(=O)c2ccccc2o1)NC1CCCC1 | -22
56 | CC(C)CC(=O)NCc1ccc2[nH]c3c(c2c1)CCCC3 | -7
60 | COc1ccc(C=O)cc1Oc1nc(Cl)ncc1F | -27

(list continues)
nr | compound | E-sel TNF inh
61 | COc1ccc(NC(=O)c2c(NC(=O)CCC(=O)O)sc(-c3ccccc3)c2C)cc1 | -11
62 | Cn1c(SCC(=O)NC(=O)CN2CCCC2=O)nnc1-c1ccc(F)cc1 | -27
63 | COC(=O)c1ccc(C2OCC(C)(C)CO2)cc1 | -4
64 | O=C(Nc1nnc(C2CC2)s1)C1COc2ccccc2O1 (centres undefined) | -13
65 | Cc1ccccc1-n1c(SC2CCOC2=O)nnc1-c1ccncc1 (centres undefined) | 2
66 | Cc1ccc(CC(=O)NCCCn2ccnc2)cc1 | -48
67 | COc1ccccc1CC(=O)NNS(=O)(=O)c1ccccc1[N+](=O)[O-] | 13
68 | CC(C)CCNC(=O)C(C)N(Cc1ccc(F)cc1)C(=O)c1ccc(CN2CCOCC2)o1 (centres undefined) | -21
69 | CN(CC1CCCO1)S(=O)(=O)c1ccc(C(=O)N2CCN(c3ccccc3)CC2)cc1 (centres undefined) | -6
70 | CC(=O)c1ccc(N2CC(C)(C)C2=O)cc1 | 14
71 | CCc1cc2ccc(OC)cc2nc1SCC(=O)NNC(C)=O | -33
72 | CC(=O)N1CCc2cc(Br)cc(S(=O)(=O)CCC(=O)N3CCN(c4ccccn4)CC3)c21 | -16
73 | Cc1ccc(CN2C3CCCC2CC(NC(=O)c2ccc(C)cc2)C3)cc1 (centres undefined) | -53
74 | CCOC(=O)c1c(N2C(=O)Nc3ccccc3N2O)n[nH]c1-c1cccc(OC)c1 | -12
75 | Cc1ccc(NC(=S)Nc2ccc(F)cc2)c(C)c1 | -28
76 | COc1ccc(C(=O)NCc2nnc(SCC(=O)Nc3ccc4c(c3)OCO4)o2)cc1 | -2
77 | CCOc1c(Cl)cc(CNCC(O)c2ccccc2)cc1OC (centres undefined) | 2
78 | COc1ccc(Nc2nc3cc(C)ccc3cc2C#N)c(OC)c1 | -5
79 | O=[N+]([O-])c1cc(Br)c(O)c(/C=N/Nc2nc3ccccc3s2)c1 | 16
80 | Cc1cc(C)cc(NC(=O)c2c(C)nc3ccccn23)c1 | -34
81 | CC(C)(C)Nc1c(-c2ccc(O)cc2)nc2ccc(Cl)cn12 | 12
82 | CCN1CCCC1CNS(=O)(=O)c1ccc(Cl)c(C(F)(F)F)c1 (centres undefined) | 59
83 | O=C(CN1C(=O)NC2(CCOc3ccccc32)C1=O)Nc1cccc(Cl)c1 (centres undefined) | 12
84 | COCCNc1cc(C)nc2cc(-c3ccc(C)cc3)nn12 | 1
85 | Cn1nc(C(=O)Nc2ccc(S(=O)(=O)N3CCCCC3)cc2)c2ccccc2c1=O | -7
86 | CCCCn1c(=N)n(CC(=O)c2ccc([N+](=O)[O-])cc2)c2ccccc21 | -16
87 | O=C(O)Cn1cc(/C=c2/sc3nc4ccccc4n3c2=O)c2ccccc21 | -14
88 | CCOc1ccc(C(=O)N(CN2CCCC2=O)c2cccc(Cl)c2)cc1 | -21
89 | Cc1nnc(SCC(=O)Nc2ccccc2)n(N)c1=O | -14
90 | COc1ccc(/C=C2\SC(=O)N(CC(=O)Nc3cccnc3)C2=O)cc1OC | -30
91 | Cc1c(NC(=O)CCSCCc2ccccn2)cccc1[N+](=O)[O-] | 38
92 | O=C(Nc1ccc([N+](=O)[O-])cc1)c1cc(-c2ccccn2)nc2c(Cl)cccc12 | 3
93 | Cc1ccccc1Cn1c(O)c(N=NC(=S)Nc2ccccc2F)c2ccccc21 | -3
94 | COc1cccc(CNC(=O)CSc2ccc(-c3ccccn3)nn2)c1 | -39
95 | O=C(NC1CCCCC1)C(c1ccc(Cl)cc1)N(C(=O)c1ccccn1)c1cccnc1 (centres undefined) | 0
96 | C=CCn1nnnc1-c1cc(Cl)cc(Cl)c1 | 35
97 | Cc1nc2n(n1)C(O)c1cc([N+](=O)[O-])ccc1S2 (centres undefined) | -12
98 | CC1(C)CN(c2ccc(-c3ccnc4ncnn34)cc2)C1=O | 12
99 | CC(C)(c1ccccc1)c1ccc(OCCN)cc1 | 1
100 | Clc1ccc(-c2c[n+]3c(n2-c2ccccc2)SCC3)cc1 | 4
101 | C(=N\Nc1nc(N2CCOCC2)nc(N2CCOCC2)n1)/c1ccco1 | -24
102 | CN1C(=O)NC(c2ccc(O)cc2)C2=C1CN(c1ccc(O)cc1)C2=O (centres undefined) | 20
103 | CC(C)OC(=O)CSc1nnc2c3ccccc3n(C)c2n1 | 6
104 | CC(C)CC(=O)NS(=O)(=O)c1ccc(NS(C)(=O)=O)cc1 | -59
105 | CC(=O)c1ccc(N2CCN(C(=S)Nc3ccc(Cl)c(Cl)c3)CC2)cc1 | 5
106 | CC(=O)N1c2ccccc2C2(C)C(C1(C)C)C2(Cl)Cl (centres undefined) | -57
107 | Cc1ccc(/C=C/C(=O)OCC(=O)NCCN2C(=O)CSC2=O)o1 | -52
108 | Cc1cccc(CC(C)NC(=O)CCc2nnc(CCCCc3ccccc3)o2)n1 (centres undefined) | -35
109 | NNC(=O)c1csc(-c2cccc(C(F)(F)F)c2)n1 | -35
110 | O=C(OCc1nnc(-c2ccccc2)o1)c1cccnc1Cl | -9

Further compounds
nr | compound | E-sel TNF inh
111 | Cc1ccc(S(=O)(=O)N2CCOCC2)cc1NC(=O)COc1ccc(-c2nnco2)cc1 | -9
112 | Cc1ccc(N=Cc2ccc(N(C)C)cc2)cc1C | -3
113 | Cc1cc(C)n(Cc2cnc(N3CCOCC3)s2)n1 | 1
114 | COc1ccc(S(=O)(=O)N2CC=C(C(=O)Nc3ccc(NC(C)=O)cc3)CC2)cc1 | -23
115 | COc1ccccc1N(C)S(=O)(=O)c1ccc(C(=O)OCC(=O)NCC(F)(F)F)cc1 | -25
116 | Cc1cccc(C(=O)NC2C(=O)NNC2c2ccc(Cl)cc2)c1 (centres undefined) | -7
117 | CCn1nc(C)c(Br)c1Nc1ccc(Br)cc1 | -9
118 | S=c1[nH]nc(CN2CCCCC2)n1-c1ccc(Cl)cc1 | -7
119 | COc1ccc(-n2cnc3cc([N+](=O)[O-])ccc32)cc1 | -7
120 | Cc1cccc(C)c1-n1c(SCC(=O)Nc2ccc(C(=O)O)cc2)nnc1-c1cccc(S(=O)(=O)N(C)C)c1 | -20
121 | C=CCC1NCCc2c(Br)cccc21 (centres undefined) | -42
122 | O=C(NCc1cccnc1)C(=O)NCC(c1ccco1)N1CCOCC1 (centres undefined) | 7
123 | O=C(CCN1C(=O)/C(=C/c2cccs2)SC1=S)NNC(=O)c1cccc(O)c1 | -10
124 | CCOC(=O)c1cc(=O)[nH]c2ccccc12 | -19
125 | O=C(COc1ccc(Cl)cc1)Nc1nnc(C2=COCCO2)o1 | -3
126 | COc1cccc(NC(=O)c2ccc3c(SCC(=O)O)c4c(nc3c2)CCCC4)c1 | -62
127 | CCc1ccc(N(C(=O)c2csnn2)C(C(=O)NC(C)(C)C)c2cccnc2)cc1 (centres undefined) | -17
128 | CC1(C)CC(=O)CC2(C1)NCC(c1ccccc1Cl)c1c2[nH]c2ccccc12 (centres undefined) | -18
129 | CN1CCN(Cc2c(O)ccc3cc(-c4ccccn4)c(=O)oc23)CC1 | 5
130 | CCCC(=O)Nc1nc2ccc(NC(=O)c3ccccc3F)cc2s1 | -3
131 | CCCCN1CC2=C(C1=O)C(c1ccc(O)cc1)NC(=O)N2C (centres undefined) | 8
132 | Cn1c(CNc2cccc(Cl)c2)nnc1SCC#N | 5
133 | CCOC(=O)C1C(C(=O)Nc2cccc(C(F)(F)F)c2)C1C(=O)NC(C)C (centres undefined) | -5

This is a subset (hit frequency here may not be typical).
